M4 antag: human M4 muscarinic receptor antagonists, primary screen, CHO cells, Fluo-8 calcium fluorescence | Muscarinic acetylcholine receptor M4 (Homo sapiens), P08173 | CHO-hM4 cells, ACh EC80 | inhibition, % at 3 µM | 0.73% of 360,000 active;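 active = inhibition above its plate's cutoff, the mean inhibition of sample wells plus 3 SD, cut at about 27% in these data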;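 note: 0% = acetylcholine EC80 with DMSO and 100% = DMSO without agonist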
Target sequence (P08173 whole entry, looked up): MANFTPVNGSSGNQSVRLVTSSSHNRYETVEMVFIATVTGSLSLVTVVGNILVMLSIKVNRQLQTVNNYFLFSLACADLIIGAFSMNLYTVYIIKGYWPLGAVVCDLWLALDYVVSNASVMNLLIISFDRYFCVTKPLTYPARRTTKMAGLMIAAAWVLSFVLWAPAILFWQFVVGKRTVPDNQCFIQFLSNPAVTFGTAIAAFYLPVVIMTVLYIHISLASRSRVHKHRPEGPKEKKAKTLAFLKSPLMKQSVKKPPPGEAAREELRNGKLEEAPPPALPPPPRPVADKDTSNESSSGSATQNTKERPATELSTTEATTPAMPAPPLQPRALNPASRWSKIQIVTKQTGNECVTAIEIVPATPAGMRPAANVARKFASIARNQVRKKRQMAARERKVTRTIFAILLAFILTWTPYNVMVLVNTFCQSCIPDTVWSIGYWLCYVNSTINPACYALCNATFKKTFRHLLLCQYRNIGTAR
CHO-K1 Ca antag: M1 antagonist counterscreen hit in parental CHO-K1 cells. ATP-induced calcium, Fluo-8 fluorescence. AID 602250. inhibition, % at 3 µM. 0.6% of 360,000 active;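 active = inhibition above a per-plate cutoff, the plate's mean sample inhibition plus 3 SD, cut at about 24% in these data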;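 note: 0% = DMSO plus EC80 ATP and 100% = DMSO alone without ATP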
CHO-K1 Ca ag: counter-screen for M1 agonists: effect in parental CHO-K1 cells; Fluo-8 calcium fluorescence; scaled to maximal ATP response, vehicle zero; activation, % at 3 µM; 0.48% of 360,000 active; AID 602248, 2012; in the data active = activation above about 15%;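 note: untransfected CHO-K1 host cells lacking M1 receptor as counterscreen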
CHRM4 agonist: human M4 muscarinic receptor agonists, primary screen, CHO-K1 cells, Fluo-8 calcium fluorescence. Muscarinic acetylcholine receptor M4 (Homo sapiens), P08173. CHO-K1 hM4/Gqi5; vehicle 0%, full acetylcholine response 100%. activation, % at 3 µM. 0.14% of 360,000 active. AID 624127, 2012;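 active = activation above the run mean over all test wells plus 3 SD, cut at about 32% in these data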;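 note: peak over basal fluorescence ratio per well then scaled between controls; 0% = DMSO wells and 100% = acetylcholine at EC100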
CHO-K1 Ca PAM: nonselective calcium activators in parental CHO-K1 cells, primary screen, counter-screen for M1 PAM project, cell-based, Fluo-8 calcium fluorescence, full deck, 1536-well; ATP EC20; 0% at ATP EC20, 100% at ATP max; activation, % at 3 µM; 0.02% of 360,000 active;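 active = activation above the run cutoff, the mean activation of all test compounds plus 3 SD, cut at about 40% in these data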;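 note: peak over basal fluorescence ratio in a 140 s read after ATP addition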
M5 PAM: human M5 muscarinic receptor positive allosteric modulators, primary screen, CHO-K1 cells, Fluo-8 calcium fluorescence. Muscarinic acetylcholine receptor M5 (Homo sapiens), P08912. CHO-K1 hM5, ACh EC20 PAM; 0% = ACh EC20, 100% = ACh EC100. activation, % at 3 µM. 0.3% of 360,000 active;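 active = activation above the run cutoff, the mean activation of all test compounds plus 3 SD, cut at about 18% in these data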
Target sequence (P08912 whole entry, looked up): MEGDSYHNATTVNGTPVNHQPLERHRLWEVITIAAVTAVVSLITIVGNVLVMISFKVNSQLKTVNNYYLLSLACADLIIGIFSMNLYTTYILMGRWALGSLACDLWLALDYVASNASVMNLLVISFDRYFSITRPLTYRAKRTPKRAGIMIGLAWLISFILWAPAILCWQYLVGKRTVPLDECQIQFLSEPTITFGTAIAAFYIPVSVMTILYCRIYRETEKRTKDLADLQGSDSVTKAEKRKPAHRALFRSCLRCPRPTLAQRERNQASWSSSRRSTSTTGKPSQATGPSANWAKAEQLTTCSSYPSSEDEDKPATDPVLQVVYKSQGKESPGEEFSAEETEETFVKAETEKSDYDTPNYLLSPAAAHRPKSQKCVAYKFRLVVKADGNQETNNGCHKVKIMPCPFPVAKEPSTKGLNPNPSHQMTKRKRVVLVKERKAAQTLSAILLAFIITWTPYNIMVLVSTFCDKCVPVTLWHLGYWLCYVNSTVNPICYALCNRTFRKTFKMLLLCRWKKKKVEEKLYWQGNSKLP
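System: CHO-K1 hM5 cells. Reagent: acetylcholine, EC20 level. Compound dosing: single dose, 3 µM nominal final test concentration. Timing: Post-acetylcholine fluorescence recording 140 s. Detection: Fluo-8 calcium fluorescence. Read-out: % activation, ACh-normalized. Benchmarks: ACh EC20 and EC100 wells. Repeats: singlicate, one well per test compound.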
M5 ag: human M5 muscarinic receptor agonists, primary screen, CHO-K1 cells, Fluo-8 calcium fluorescence. Muscarinic acetylcholine receptor M5 (Homo sapiens), P08912. CHO-K1 hM5 cells; 0% DMSO wells, 100% maximal acetylcholine response. activation, % at 3 µM. 0.19% of 360,000 active;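 active = activation above the run's mean over test compounds plus 3 SD, cut at about 23% in these data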;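 note: signal is peak over basal fluorescence ratio across the kinetic read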
CHRM5 antagonist: human M5 muscarinic receptor antagonists, primary screen, CHO cells, Fluo-8 calcium fluorescence. CHO-hM5 cells, ACh EC80. inhibition, % at 3 µM. 0.59% of 360,000 active. AID 624040, 2012;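 active = inhibition above a per-plate cutoff, the mean of that plate's test compounds plus 3 SD, cut at about 27% in these data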;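 note: 0% = acetylcholine EC80 with DMSO and 100% = DMSO without agonist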
M4 PAM: human M4 muscarinic receptor positive allosteric modulators, primary screen, CHO-K1 cells, Fluo-8 calcium fluorescence; activation, % at 3 µM; 0.4% of 360,000 active; Muscarinic acetylcholine receptor M4 (Homo sapiens), P08173; CHO-K1 hM4/Gqi5, ACh EC20; 0% = ACh EC20, 100% = maximal ACh;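 active = activation above its plate's cutoff, the mean activation of sample wells plus 3 SD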; note: some results filed as inactive read as strong as hits
Numbers without * were called inactive.

The first two records, ahead of the listing:
SMILES	M4 antag	CHO-K1 Ca antag	CHO-K1 Ca ag	CHRM4 agonist	CHO-K1 Ca PAM	M5 PAM	M5 ag	CHRM5 antagonist	M4 PAM
COC(CNC(=O)c1ccc(N2CCCC2=O)cc1)OC	-6	-14	0.6	2	17	12	0	-10	17
CCN(C(=O)CSc1nc2cc(C(F)(F)F)ccc2n1Cc1ccccc1)C1CCS(=O)(=O)C1 (configuration not stated)	2	-3	1.6	0	12	4	-4	5	1

Main list (from the top)
SMILES	M4 antag	CHO-K1 Ca antag	CHO-K1 Ca ag	CHRM4 agonist	CHO-K1 Ca PAM	M5 PAM	M5 ag	CHRM5 antagonist	M4 PAM
COC(CNC(=O)c1ccc(N2CCCC2=O)cc1)OC	-6	-14	0.6	2	17	12	0	-10	17
CCN(C(=O)CSc1nc2cc(C(F)(F)F)ccc2n1Cc1ccccc1)C1CCS(=O)(=O)C1 (configuration not stated)	2	-3	1.6	0	12	4	-4	5	1
O=C(NCCC(=O)N1CCC2(CC1)NCCc1[nH]cnc12)c1cccc(Cl)c1	8	-18	0.9	-1	23	2	-6	17	4
COc1ccc(Cl)c2sc(N3CCN(C(C)=O)CC3)nc12	-8	-5	1.0	2	16	-4	-2	1	2
CN1c2ccccc2C(O)=C(C(=S)Nc2ccc(Cl)cc2)S1(=O)=O	-1	-1	6.3	3	7	-3	1	-3	4
C=CCOc1cccc(/C=C/c2nc3ccccc3c(=O)[nH]2)c1	-6	3	0.9	3	-18	2	-2	-1	1
CCOc1cccc(C(=O)Nc2cccc(-c3nc4ncccc4o3)c2C)c1	-11	-10	3.9	12	24	-19	-2	-5	-8
CC(=O)Nc1ccc(CN(C)c2c(C)nc3ccc(C(=O)N4CCN(c5ccccc5)CC4)cn23)cc1	-10	-18	5.5	13	13	0	2	-2	-4
Cn1c(O)c(N=NC(=O)CNC(=O)c2ccccc2)c2ccccc21	-6	-15	1.2	2	15	3	-1	-4	7
Cc1cc(-c2nn(-c3ccccc3F)cc2CNCCc2cnc[nH]2)c(C)s1	-1	-7	12	1	18	2	-2	-4	6
[O-][n+]1c2ccccc2c2n1CCN=C2c1ccc(Cl)cc1	-7	-13	0.5	1	20	-1	-1	15	6
O=C(Nc1ccc(Cl)cc1)N1CCCN(Cc2ccccc2F)C1	4	-34	6.7	11	25	-10	4	8	6
O=C(Cn1c2ccccc2c(=O)c2ccccc21)Nc1cccc(F)c1	-3	-7	0.0	1	6	-6	-2	1	0
CS(=O)(=O)Nc1ccc(C(=O)N2CCc3ccccc3C2)cc1	5	7	4.8	17	2	-12	3	11	-2
COc1ccc(S(=O)(=O)NCc2ccc(C(=O)N3CCN(c4ccccn4)CC3)cc2)cc1	-12	-13	3.0	11	16	-14	-3	5	-5
COc1ccc([C@H]2CC(=O)C=C(c3cccc(Br)c3)C2)cc1	-4	-9	-0.3	2	10	-5	0	4	-4
CC1CCN(C(=O)CSc2nnc(-c3ccco3)n2N)CC1	-8	-5	1.0	1	17	-3	0	0	5
COc1ccccc1NS(=O)(=O)c1ccc(C(=O)NCc2ccc(S(N)(=O)=O)cc2)cc1	-19	-9	0.3	1	-7	5	-3	11	12
CCOC(=O)c1sc(NC(=O)c2ccc(=O)[nH]c2)nc1C	-5	-17	0.8	1	10	8	-2	0	9
COc1ccc(C(=O)Nc2nnc(SCC(=O)NC3CCCC3)s2)c(OC)c1	-16	-14	0.6	1	10	6	-3	-12	2
COc1ccc(S(=O)(=O)Nc2c(C)cc(C)cc2C)c2cccnc12	-20	-6	1.4	2	15	-5	-1	1	0
CCCn1c2ccc(C)cc2c2nnc(SCCN3CCCCC3)nc21	16	-14	0.3	1	-7	-3	-7	3	-13
O=C(COC(=O)c1c(F)cccc1F)Nc1ccc2[nH]c(=O)[nH]c2c1	3	9	0.0	0	3	-1	-1	4	-2
N=C1C(c2nc3ccccc3c(=O)[nH]2)=C(O)CN1CCc1ccccc1	8	11	0.3	1	-5	-3	0	-3	-4
CO/N=C\CC(=O)Nc1ccc(F)cc1	0	-2	0.0	1	4	-9	-1	6	-6

3 entries picked at random from the list so far:
SMILES	M4 antag	CHO-K1 Ca antag	CHO-K1 Ca ag	CHRM4 agonist	CHO-K1 Ca PAM	M5 PAM	M5 ag	CHRM5 antagonist	M4 PAM
Cn1c(O)c(N=NC(=O)CNC(=O)c2ccccc2)c2ccccc21	-6	-15	1.2	2	15	3	-1	-4	7
N=C1C(c2nc3ccccc3c(=O)[nH]2)=C(O)CN1CCc1ccccc1	8	11	0.3	1	-5	-3	0	-3	-4
O=C(COC(=O)c1c(F)cccc1F)Nc1ccc2[nH]c(=O)[nH]c2c1	3	9	0.0	0	3	-1	-1	4	-2

Next section:
SMILES	M4 antag	CHO-K1 Ca antag	CHO-K1 Ca ag	CHRM4 agonist	CHO-K1 Ca PAM	M5 PAM	M5 ag	CHRM5 antagonist	M4 PAM
Cc1ccc(C)c(-c2cc(C(=O)N/N=C/c3cccnc3)c3ccccc3n2)c1	9	18	1.0	5	-26	-5	-2	-7	-3
O=C1c2cccc3cccc(c23)C(=O)N1CCCCCc1n[nH]c(=S)o1	-10	-6	0.0	4	-6	2	0	-7	10
CCN(CC)c1ccc(NC(=O)CCCOc2cccc(C)c2)cc1	-2	-10	0.7	3	10	0	-4	-10	-7
Cn1cnnc1SCC(=O)OCN1C(=O)c2ccccc2C1=O	2	-7	0.3	0	14	-7	-2	5	-3
O=C1CCc2cc(S(=O)(=O)NC(Cc3ccccc3)C(=O)NC3CCCCC3)ccc2N1 (configuration not stated)	-8	-6	1.0	2	20	-5	-1	3	11
CCCN(CC(=O)Nc1ccc(F)c(F)c1F)C(=O)c1cc(S(=O)(=O)N(C)C)ccc1N1CCCC1	-8	-11	0.8	3	-4	2	-2	5	3
O=C(COC(=O)c1ccc(O)cc1)NC1CCCC1	-28	-7	1.4	2	10	14	0	-7	3
O=C(c1cc(C(=O)N2CCCC2)cc([N+](=O)[O-])c1)N1CCCC1	-3	0	0.4	1	3	8	-4	1	3
O=c1[nH]c2ccccc2nc1-c1nnnn1C1CCCC1	-10	-15	1.0	1	21	-2	2	3	10
CC1(C)CC(=O)C=C(Nc2ccc([N+](=O)[O-])cc2)C1	10	-5	1.9	1	5	1	-2	7	-7
Cc1ccc(N2CS(=O)(=O)/C(=C/N(C)C)C2=O)cc1	2	8	-0.1	-1	-2	-4	-1	2	4
CN(CC(=O)Nc1ccccc1Cl)C(=O)CSc1nnc(N)s1	3	-3	0.1	0	-5	1	-1	2	3
Cn1c(=O)c2c(SCC(=O)Nc3ccccc3F)nc(-c3ccccc3F)nc2n(C)c1=O	6	4	1.3	1	0	3	-4	1	4
CCOC(=O)CSc1nc2ccccc2c(=O)n1-c1ccc(C)cn1	7	-12	1.1	0	-7	2	-2	6	-4
CCN(CC)S(=O)(=O)c1ccc(NC(=O)COc2c(OC)cccc2OC)cc1	-6	-8	4.8	8	17	-12	2	3	-5
COc1ccc(-c2nnc(SCC(=O)Nc3ccc4c(c3)OCCO4)n2N)cc1OC	3	-1	0.3	0	14	0	-2	-6	2
CCOC(=O)/C=C(C)\C=C\c1c[nH]c2ccccc12	-1	-6	0.9	0	18	10	-1	-8	-6
COc1cccc(CN2CC(C(=O)NCCc3ccccc3C(F)(F)F)CCC2=O)c1 (configuration not stated)	0	-12	2.0	3	7	-3	-4	23	3
CC(C)NC(=O)NC1C2CC3CC(C2)CC1C3 (configuration not stated)	-6	-3	0.0	1	10	2	-8	-2	2
CCN(CC(=O)NCc1ccc(Cl)cc1)C(=O)/C=C/c1cc(OC)c(OC)c(OC)c1	7	-11	2.2	2	17	3	-1	-3	-2
CN(C)CCC1Sc2ccccc2Oc2ccccc21 (configuration not stated)	-3	-6	0.6	3	14	-49	-15	23	-10
CCCCCCSc1ccc([C@H]2N[C@@](C)(C(=O)OC)[C@H]3C(=O)N(CC)C(=O)[C@@H]23)cc1	-1	-10	-0.5	2	-4	-9	-5	2	-5
C/C(=N\NC(=O)c1ccc(Cl)c(Cl)c1)c1ccc(Br)s1	0	-6	0.7	0	14	2	0	2	-2
COC(=O)NC(NS(=O)(=O)c1ccccc1)(C(=O)OC)C(F)(F)F (configuration not stated)	8	0	0.2	1	-15	4	1	7	12
Cc1cc(CC(C)C)n(-c2nc3ccccc3c(=O)n2OCc2ccccc2)n1	-18	-4	0.5	-3	11	-2	-1	4	3
(list continues)
SMILES	M4 antag	CHO-K1 Ca antag	CHO-K1 Ca ag	CHRM4 agonist	CHO-K1 Ca PAM	M5 PAM	M5 ag	CHRM5 antagonist	M4 PAM
COc1ccc(CCNC(=O)c2cc(-c3ccccn3)nc3ccccc23)cc1	11	-14	4.6	14	5	-9	6	5	-8
NC(=O)c1ccc(-n2nnnc2SCC(=O)Nc2ccc(N3CCOCC3)c(Cl)c2)cc1	-7	-7	0.0	1	13	2	-4	-2	15
COC(=O)CSc1nnc(C)n1-c1ccc(C)cc1	0	-1	0.3	0	-2	3	-2	-1	-1
CC(C)(C)SCCNC(=O)Nc1ccccc1	1	-15	1.1	1	21	4	0	-3	0
CC(C)(O)CC[C@@H](O)[C@](C)(O)C1CC[C@@]2(O)C3=CC(=O)[C@]4(O)C[C@@H](O)[C@@H](O)C[C@]4(C)C3CC[C@]12C (some centres not stated)	-14	-18	0.5	1	10	5	1	-5	11
CCOc1ccc(S(=O)(=O)N(C)CC(=O)NC2CC2)cc1	-3	1	-0.2	0	21	-3	-6	14	12
O=C(C/C=N\OCc1ccc([N+](=O)[O-])cc1)Nc1ccccc1	-6	-2	2.1	3	12	-3	-5	0	2
O=C(Nc1ccccc1N1CCOCC1)c1cnccn1	-7	-1	0.2	1	4	2	-2	4	0
CC(C)(C)c1nc(SCC(=O)NNC(=O)c2ccccc2)c2ccccc2n1	-21	0	-1.2	-1	14	4	-4	-1	4
O=C(CSc1ncnc2sc(-c3ccccc3)cc12)NC1CCS(=O)(=O)C1 (configuration not stated)	4	-8	0.4	1	27	1	-1	-1	-2
Cc1ccc(CCNC(=O)CC2Oc3ccc(C)cc3NC2=O)cc1 (configuration not stated)	-4	11	-0.7	0	-11	-13	0	12	4
O=S(=O)(NC1CCCC1)c1ccccc1Cl	-8	1	0.5	-1	20	5	-6	4	13
Cc1cnc(NC(=O)CC(C)c2ccccc2)s1 (configuration not stated)	-12	5	0.0	2	-1	8	-5	6	10
O=C(Nc1ccc(F)cc1)Nc1ccc(NC(=O)c2ccccc2O)cc1	11	10	3.1	12	-6	-15	5	11	-10
CN1CCN(C(=O)CCn2c(=S)[nH]c3ccccc3c2=O)CC1	-9	7	0.2	1	-7	2	0	0	5
Cc1cccc(C#N)c1NC1=CC(=O)CC(C)(C)C1	8	22	-0.1	1	-7	2	-4	2	-5
Cc1ccccc1N/C(=N/S(=O)(=O)c1cc(F)ccc1F)c1ccccc1	-5	2	0.5	1	-2	3	-2	1	-3
CC1(OCON)CCCc2ccccc21 (configuration not stated)	2	-13	0.2	0	7	6	3	11	4
CN(C)c1nc(Cl)nc(N(C#N)CCOc2ccccc2)n1	5	-11	0.4	0	3	0	0	7	-7

From PubChem BioAssay
